Screens (PubChem BioAssay)
bCat nuc transl – alters nuclear translocation of beta-catenin in HeLa cells | immunofluorescence imaging | nuclear translocation activity, % at 5 µM | 190,000 tested, 0.3% active | AID 1665;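 active = nuclear translocation activity above 50% at 5 µM, with a well cell count of 50 or more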;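 note: per-cell ratio of nuclear to cytoplasmic median beta-catenin stain intensity; plate controls were DMSO negative control for no effect and GSK-3 inhibitor IX positive control for full effect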
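System: Human HeLa cells, endogenous beta-catenin | Compound dosing: 5 µM primary, 0.02–20 µM confirmation | Timing: 24 h compound exposure at 37°C, 5% CO2 | Measured by: Fluorescence imaging of beta-catenin antibody stain plus DAPI | Read-out basis: % activation of per-cell nuclear versus cytoplasmic median beta-catenin signal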
AID2073 – inhibitors of Mint1-CaV2.2 protein interaction, biochemical, HTRF (AID 2073) | HTRF protein-protein interaction, Mint1-CaV2.2; higher % means a stronger effect | inhibition, % at 20 µM; hits with a dose series show IC50 in µM | 290,000 tested, 0.19% active; in the data active = inhibition mostly above about 51%, no sharp cut-off; note: some results filed as inactive read as strong as hits
MT stabilizer – microtubule stabilizers in HeLa cells; HeLa tubulin immunostaining HCS, 24 h; share of cells brighter than vehicle mean+2SD; % tubulin-high responders, % at 10 µM; 200,000 tested, 0.83% active;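 active = plate Z-score above 3 for both tubulin-high and condensed-nucleus cell shares, with cell loss under 80%, at 10 µM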;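 note: anti alpha tubulin signal scored within the nucleus-defined area of each cell; some results filed as inactive read as strong as hits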
Dynein transport – blocks dynein driven cargo transport along microtubules. 3617.4 mouse cells, GR-EGFP nuclear translocation imaging; test concentration mostly 20 µM; stimulated with dexamethasone, 1 µM; hits give low values. z-score, hits read low. 220,000 tested, 0.47% active. AID 1381;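 active = plate z-score of nuclear minus cytoplasmic receptor signal below a set negative limit, without overly bright fluorescence or cell loss, cut at about -3.5 in these data, passing the limit was not always enough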;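 note: z-score of nuclear minus cytoplasmic ring GR-EGFP intensity difference per well; some compounds called inactive have numbers as strong as hits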
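Buffer or medium: Induction medium lacking tetracycline, stripped serum | Also added: Dexamethasone agonist, 1.0 µM final, for 30 min | Timing: 48 h induction, 1 h compound, 30 min dex at 37 °C | Detection: Formaldehyde fixation, Hoechst nuclear stain, 10x automated fluorescence imaging | Measure: Nuclear versus cytoplasmic GR-EGFP signal, averaged per well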
WT yeast gro inh – growth inhibition of WT yeast, mitochondrial fusion screen. AID 1362. mitochondrial fusion phenotypic screen, WT strain. inhibition, % at 10 µM. 190,000 tested, 2.1% active; in the data active = inhibition above about 58%; tested in S. cerevisiae
Ins promoter up – MIN6 insulin promoter up-regulation. MIN6 insulin promoter-GFP reporter, high-content imaging; hits give high values. z-score at 5 µM. 190,000 tested, 0.3% active. AID 1625;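 active = z-score above 3 at 5 µM with at least 500 cells counted in the well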
Yfh1-off respiration – mitochondrial function rescue without frataxin homolog – Friedreich's ataxia, plus single-dose screen, dose response (AID 1465). fold induction at 50 µM, or EC50 in µM where a hit was titrated. S. cerevisiae Yfh1-off respiration, WST-1 reduction, 72 h; higher fold induction means a stronger effect. 220,000 tested, 0.074% active;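 active = fold induction of absorbance versus untreated yeast above a set limit, then at least 30% activation at any dose in follow-up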;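 note: activators that raise dye reduction in frataxin-depleted yeast; strong numbers were not always called active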
HIV peptide binding – inhibitors of HIV fusion peptide binding, primary screen, biochemical, uHTS, fluorescence dequenching (AID 1986). cell-free peptide binding, fluorescence dequenching, 30 min; higher % means a stronger effect. inhibition, % at 20 µM, or IC50 in µM where a hit was titrated. 290,000 tested, 0.3% active; in the data active = inhibition mostly above about 52%, no sharp cut-off; inactive = mostly below about 76%; note: some results filed as inactive read as strong as hits
Autophagy mod – alters autophagy in cells; AID 463193; calls only at 10 µM (by protocol); 190,000 tested, 0.98% active; MEF GFP-LC3 puncta imaging; test concentration mostly 10 µM;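 active = percentage of spot-positive cells more than 3 SD above its plate mean, without a fluorescence outlier flag or 80% toxicity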;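 note: spot-positive cell cutoff set from DMSO-treated cells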
WT yeast gro inh mutant strain – second read-out of WT yeast gro inh, no call of its own (marks repeat the call); inhibition, %; mitochondrial fusion phenotypic screen, mutant strain inhibition
Dynein transport cytoplasmic EGFP – also measured in Dynein transport; calls as there; z-score; measured here: cytoplasmic GR-EGFP intensity; hits give high values
Dynein transport nuclear GR-EGFP – second read-out of Dynein transport, no call of its own (marks repeat the call); z-score; measured here: nuclear GR-EGFP intensity;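 lower value marks the stronger effect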
Dynein transport cell count – further read-out of Dynein transport, marked with its call; z-score; measured here: cell count per field
Ins promoter up cell count – also measured in Ins promoter up; calls as there; cell count; measured here: cytotoxicity, nuclei count;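 total cells summed across four imaged fields per well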
bCat nuc transl cell count 5 µM – also measured in bCat nuc transl; calls as there; cell count; measured here: cell count, cytotoxicity flag
MT stabilizer Hoechst-high % – further read-out of MT stabilizer, marked with its call; % Hoechst-high responders; measured here: nuclear condensation Hoechst responders;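 share of cells brighter than vehicle mean plus two SD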
MT stabilizer cytotoxicity % – also measured in MT stabilizer; calls as there; toxicity, %; measured here: cytotoxicity by cell density;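 0% = mean cell density of plate MIN control wells and 100% = no cells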
Autophagy mod cell loss 18 h – recorded beside Autophagy mod, whose call it bears; toxicity, %; measured here: cell loss, nuclei count;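 cell loss after 18 h compound exposure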
The depositor's hits bear a star; i = inactive; . = not tested or not shown. Compounds as they come; about 4.2% have a hit in one of these screens.

SMILES | bCat nuc transl | bCat nuc transl cell count 5 µM | AID2073 | MT stabilizer | MT stabilizer Hoechst-high % | MT stabilizer cytotoxicity % | Dynein transport | Dynein transport cytoplasmic EGFP | Dynein transport nuclear GR-EGFP | Dynein transport cell count | WT yeast gro inh | WT yeast gro inh mutant strain | Ins promoter up | Ins promoter up cell count | Yfh1-off respiration | HIV peptide binding | Autophagy mod | Autophagy mod cell loss 18 h
CCCCCCC(=O)N1CCN(c2cc3c(cc2F)c(=O)c(C(=O)O)cn3CC)CC1 | . | . | . | 2.0 | 1.4 | 4.2 | -0.258 | -0.00382 | -0.101 | -0.232 | . | . | . | . | i | . | i | 2.5
CN1C2CCC1CC(NC(=O)CSc1ccc(C(C)(C)C)cc1)C2 (stereo not drawn) | 6.0 | 942 | -4.3% | . | . | . | 0.161 | -0.268 | 0.0263 | 0.0392 | . | . | 0.06 | 1402 | i | 0.3% | . | .
COc1ccc(C(CNC(=O)CN2C(=O)NC3(CC(C)CC(C)(C)C3)C2=O)N2CCOCC2)cc1 (stereo not drawn) | . | . | 8.9% | 2.3 | 2.2 | 12.2 | 0.651 | -0.201 | 0.817 | 2.64 | 13.0 | 15.5 | -0.91 | 1215 | i | -1.5% | i | 0.5
Cc1cc(S(=O)(=O)NCC(C)C)ccc1OCC(=O)NCc1ccccn1 | -1.2 | 1048 | 1.7% | 2.2 | 2.2 | 3.0 | 0.729 | -0.218 | 0.221 | 1.21 | -0.6 | 6.1 | -0.27 | 1801 | i | -1.0% | i | -7.3
Cc1cc(NC(=O)CSc2n[nH]c(=O)[nH]c2=O)ccc1Br | -6.1 | 1084 | -2.0% | 4.2 | 3.5 | 6.3 | -0.645 | -0.311 | 0.206 | 0.416 | 8.0 | 7.0 | 0.66 | 1513 | i | 3.2% | i | 15.3
O=C(CC(=O)N1CCN(c2ccccn2)CC1)Nc1ccc2nc3n(c(=O)c2c1)CCCCC3 | . | . | 9.7% | 1.6 | 3.3 | 8.3 | 0.0955 | -0.198 | 0.0899 | -0.0895 | 6.0 | 5.7 | -0.36 | 934 | i | 0.9% | i | 2.7
O=C(CN1CCC(NC(=O)c2ccco2)CC1)Nc1ccccc1[N+](=O)[O-] | 0.1 | 1053 | 0.6% | 2.3 | 1.5 | 4.8 | -1 | -0.327 | -0.364 | 1.21 | -5.9 | -2.3 | -0.74 | 1397 | i | -0.8% | i | 7.7
Cc1ccnc(NC(c2cccnc2)c2ccc3cccnc3c2O)c1 (stereo not drawn) | -0.8 | 1600 | 18.2% | 4.1 | 2.4 | 7.7 | -0.131 | 0.134 | -0.164 | 0.399 | -9.5 | -1.9 | 0.57 | 1489 | i | -2.6% | i | 26.6
CCc1cccc(CC)c1NC(=S)NCCc1c(C)[nH]c2ccc(C)cc12 | 1.9 | 378 | -2.8% | 6.0 | 2.5 | 7.1 | -0.358 | -0.0473 | 0.661 | -0.175 | 78.2* | -5.9* | -0.91 | 807 | . | -1.9% | i | 2.3
CCOc1ccc2c(c1)-c1c(ssc1=S)C(C)(C)N2C(=O)CSC1=NCCS1 | 1.2 | 473 | 1.9% | 2.9 | 4.1 | 7.0 | -1.22 | -0.314 | -1.06 | 1.24 | 15.3 | 14.8 | -1.95 | 1168 | i | -2.3% | i | -6.9
CCCn1c(CN2CCCCC2C)nc2c1c(=O)n(C)c(=O)n2C (stereo not drawn) | -1.7 | 1140 | 4.7% | 4.8 | 2.1 | 5.9 | 0.992 | -0.207 | 0.629 | -0.199 | 16.7 | -4.0 | -1.01 | 2057 | i | -0.5% | i | -9.6
O=C1c2ccccc2NC(c2cccc(F)c2)N1Cc1ccco1 (stereo not drawn) | -1.9 | 1105 | 18.8% | 3.4 | 1.5 | 1.5 | -0.9 | -0.254 | -0.601 | 1.04 | 8.9 | 10.2 | 0.64 | 1976 | i | 14.0% | i | -3.2
COc1cc(C)c(NC(=S)Nc2ccc(Cl)c(Cl)c2)cc1OC | 1.2 | 1064 | -27.8% | 6.9 | 2.7 | 7.6 | 0.0678 | -0.252 | -0.108 | 0.0174 | 79.5* | 66.7* | 0.2 | 1487 | i | -1.0% | i | 4.5
COC(=O)c1ccccc1NC(=O)c1cccc(COc2ccccc2Cl)c1 | 122.6* | 441* | 6.0% | 46.0* | 54.9* | 33.6* | -0.523 | 0.0368 | 0.0605 | 0.724 | 13.2 | -0.9 | -0.14 | 859 | i | -0.2% | i | 8.8
O=C(Cc1ccc2c(c1)OCCO2)N1CCN(c2ccccc2)CC1 | -1.9 | 1141 | -1.1% | 2.8 | 3.7 | 10.7 | 2 | -0.198 | 0.578 | -0.618 | -4.6 | -12.9 | -0.32 | 1436 | i | 2.0% | i | 10.7
CCOc1cccc2sc(NC(=O)CC)nc12 | . | . | 4.7% | 1.2 | 1.5 | 4.6 | 2.16 | 0.103 | 1.07 | -1.44 | 1.8 | 7.6 | . | . | i | -0.1% | i | -4.2
Cc1cc(C)cc(C(=O)NC(=S)Nc2ccc(-c3cc4ccccc4oc3=O)cc2)c1 | 0.7 | 1087 | 7.5% | 7.2 | 3.8 | 5.6 | 1.99 | 0.0965 | 1.09 | -1.3 | 10.0 | 25.5 | 0.13 | 1421 | i | 2.4% | i | 2.9
O=c1[nH]c2ccccc2n1C1=CCCC1 | 1.6 | 1175 | 0.8% | 2.4 | 2.1 | 5.1 | 0.514 | -0.237 | 0.382 | -0.0785 | 8.1 | 2.4 | 1.28 | 1348 | i | 0.7% | i | 0.1
COc1ccc(C2CC(c3ccco3)n3ncnc3N2)cc1 (stereo not drawn) | 1.3 | 1181 | 14.4% | 9.2 | 0.8 | 3.3 | -0.84 | -0.113 | -0.407 | -0.342 | 12.9 | 1.6 | -0.75 | 1144 | i | 1.2% | . | .
CCc1c(C)sc(NC(=O)c2cc(C)no2)c1C#N | . | . | -1.1% | 7.7 | 1.8 | 2.1 | -0.83 | -0.206 | -0.47 | 0.27 | 7.1 | -2.6 | 0.41 | 821 | i | 0.4% | i | 1.4
Cc1cc(C)n2nc(SCCC(=O)NCCc3ccccc3)nc2n1 | . | . | -5.3% | 1.3 | 1.9 | 6.0 | -1.15 | -0.276 | -0.34 | 0.882 | 2.8 | -0.5 | 0.07 | 894 | i | -1.0% | i | 17.9
N#Cc1cc2c(nc1SCC(=O)Nc1sc3c(c1C#N)CCC3)CCCCC2 | -1.6 | 1109 | 3.2% | 2.7 | 3.1 | 12.4 | -0.915 | -0.143 | -0.318 | 0.135 | 10.1 | 4.1 | 0.09 | 1911 | i | 4.0% | i | 2.2
CC(C)OC(=O)Nc1ccc2c(c1)N(C(=O)N1CCN(C)CC1)c1ccccc1CC2 | 0.0 | 1321 | -6.4% | . | . | . | 2.31 | -0.0785 | 2.56 | -2.5 | . | . | 0.2 | 1092 | i | -0.6% | . | .
COc1ccc(S(=O)(=O)N(CCC#N)Cc2ccco2)cc1OC | -2.1 | 1233 | -11.3% | . | . | . | 0.388 | -0.294 | 0.16 | -0.149 | . | . | 0.56 | 1434 | i | -1.4% | . | .
CN(C)/C=C(\C#N)C(=O)N/N=C/c1ccccc1 | 0.2 | 1009 | -6.6% | 2.5 | 2.3 | 8.1 | 1.5 | -0.0184 | 1.02 | -1.27 | -14.8 | -15.3 | 0.89 | 900 | i | -1.2% | i | -10.6
COc1ccc(OCC(=O)OCCN2C(=O)c3ccccc3C2=O)cc1 | -7.9 | 1079 | 11.9% | 1.1 | 1.1 | 6.2 | -0.289 | -0.21 | -0.113 | 0.946 | -3.7 | -3.1 | 0.91 | 1297 | i | -1.6% | i | -3.1
O=C(NNc1cc(Cl)cc(Cl)c1)C1CCC1 | 2.3 | 1330 | -8.4% | . | . | . | -0.48 | -0.254 | -0.467 | -0.0954 | . | . | -0.21 | 1424 | i | -0.8% | . | .
CCN1CCN(Cc2cc(=O)oc3cc(C)cc(C)c23)CC1 | -6.7 | 1240 | 36.1% | 5.8 | 2.6 | 4.1 | -0.444 | -0.264 | 0.0886 | 0.737 | 4.6 | 3.4 | 0.22 | 933 | i | 0.5% | i | 7.8
CCCCOc1ccc(OC(=O)c2cccnc2)cc1 | 1.2 | 1248 | -3.2% | 5.6 | 4.4 | 3.3 | 0.213 | -0.242 | 0.239 | 0.07 | 29.9 | -13.1 | -0.81 | 1499 | i | 2.9% | i | 31.6
O=C(O)c1ccc(N/N=C/c2ccc(-c3cccc(Cl)c3)o2)cc1 | 8.1 | 1265 | 27.4% | . | . | . | 0.0703 | -0.235 | 0.434 | 0.29 | . | . | 0.22 | 1119 | i | 22.2µM* | . | .
CC1(C)CC2(CCO1)OC(=O)CC2C(=O)Nc1cccc2ccccc12 (stereo not drawn) | 0.3 | 1122 | -1.4% | 2.6 | 1.4 | 6.4 | 1.64 | -0.165 | 1.53 | -0.242 | -16.4 | -2.4 | 0.49 | 833 | i | 0.2% | i | -6.8
Nc1nn(-c2ccccc2Cl)cc1-c1nn[nH]n1 | 0.1 | 1283 | -8.3% | . | . | . | -0.964 | -0.0144 | -0.275 | 0.946 | . | . | 0.37 | 1191 | i | -1.5% | . | .
COc1ccc(NC(=S)NNC(=O)c2cccs2)cc1 | . | . | 9.8% | 2.9 | 3.8 | 12.8 | 0.499 | -0.296 | 0.11 | -0.555 | -1.9 | 3.6 | -0.01 | 1291 | i | -0.6% | i | -12.6
